Screening results (PubChem)
Mtb RmlCD inh – M. tuberculosis RmlC/RmlD inhibition | RmlC+RmlD coupled enzyme assay, percent inhibition; primary screen in compound mixtures | inhibition, % at 3.6 µM | 160,000 tested, 0.03% active | AID 1533; in the data active means inhibition mostly above about 34%, no sharp cut-off; inconclusive means no clear call, values can overlap the other calls; inactive means mostly below about 22%; further: some results filed as inactive read as strong as hits
Target sequence (P9WH09 whole entry, looked up): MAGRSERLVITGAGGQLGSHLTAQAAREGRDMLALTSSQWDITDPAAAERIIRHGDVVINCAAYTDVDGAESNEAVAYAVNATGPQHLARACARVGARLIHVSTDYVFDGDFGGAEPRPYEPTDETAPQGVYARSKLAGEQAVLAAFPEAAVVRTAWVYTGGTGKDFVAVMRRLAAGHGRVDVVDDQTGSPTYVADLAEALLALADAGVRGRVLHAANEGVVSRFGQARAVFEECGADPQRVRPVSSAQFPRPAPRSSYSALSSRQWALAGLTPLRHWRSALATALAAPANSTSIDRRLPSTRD
Target sequence (P9WH11 whole entry, looked up): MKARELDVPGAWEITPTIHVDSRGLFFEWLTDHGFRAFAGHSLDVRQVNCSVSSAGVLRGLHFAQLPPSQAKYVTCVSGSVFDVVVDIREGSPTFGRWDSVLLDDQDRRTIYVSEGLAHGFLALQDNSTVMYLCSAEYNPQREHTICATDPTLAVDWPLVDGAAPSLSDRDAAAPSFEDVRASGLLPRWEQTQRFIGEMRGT
M. tuberculosis GlmU – inhibition of mycobacterial GlmU enzyme – biochemical, glucosamine-1-phosphate acetyltransferase (AID 1376) | M. tuberculosis GlmU acetyltransferase enzyme assay; higher % means a stronger effect | 220,000 tested, 0.25% active | inhibition, %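 (tested at 30 µM in the primary screen)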, or IC50 in µM where a hit was titrated; in the data active means inhibition above about 13%; inconclusive means no clear call, values can overlap the other calls;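 further: 0% = complete reaction with vehicle and 100% = reaction without substrate; strong numbers were not always called active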
* = called active by the depositor; ? = inconclusive; . = no result given. Not all compounds are listed; rates above refer to the full screens.

Compound | Mtb RmlCD inh | M. tuberculosis GlmU
O=C(Cc1ccccc1)Nc1cccc(-c2nnc(-c3ccco3)o2)c1 | 12 | 1.8%
Cc1nc(NCCN)c(C#N)c2c1COC(C)(C)C2 | 11 | .
Cc1nnsc1C(=O)N1CCCC(C(=O)c2ccc(C(F)(F)F)cc2)C1 (stereo not given) | . | -3.5%
CC(C)(C)c1ccc(COc2ccsc2C(=O)O)cc1 | -8 | .
COc1ccc(CNC(=O)COC(=O)c2cc(-c3ccco3)nc3ccccc23)cc1 | -6 | .
CCN(C(=O)C(C)Cl)c1ccccc1 (stereo not given) | -5 | 9.2%
Cc1cc(NC(=O)c2ccccc2)nc(C)n1 | -4 | 1.1%
CCOc1ccc(NC(=O)N2CCN(c3nc4ccccc4s3)CC2)cc1 | 8 | .
CCn1c(=O)c(C(=O)CN2CCN(S(=O)(=O)c3ccccc3)CC2)c(N)n(Cc2ccccc2)c1=O | ? | 1.6%
CC1(C)Cc2c(sc3ncn4nc(CCC(=O)O)c(=O)nc4c23)CO1 | . | -1.7%
COC(=O)c1c(N)c(C#N)c2n1CCCCC2 | . | -3.7%
COc1cccc(/C=N/NC(=O)CCCC(=O)Nc2ccc(Br)cc2)c1 | 7 | -2.9%
CCCCCc1nc2ccccc2c(=O)n1N | . | -0.1%
COc1cc(/C=N/NC(=O)CCC(=O)Nc2ccc(C)cc2)ccc1O | 16 | -2.8%
C=CCn1c(SCC(=O)N2CCc3ccccc3C2)nc2ccccc2c1=O | 5 | -0.1%
CCCOc1ccc(-c2nnc(-c3cccs3)o2)cc1 | 16 | 2.4%
Cc1cccc2c(CC(=O)Nc3ccccc3)noc12 | -6 | -0.7%
Cc1cc2c(N)cccc2nn1 | -5 | 5.8%
Cc1ccc(C)c2nc(SCC(=O)NCc3cccs3)c(C#N)cc12 | 68 | 2.0%
[N-]=[N+]=CC(=O)OC[C@H](N)C(=O)O | . | 1.4%
CC(C)(C)NC(=O)COC(=O)c1nsc(Cl)c1Cl | . | -1.1%
CC1(C)CC(NC(=O)C2CCCCC2C(=O)O)CC(C)(C)N1 (stereo not given) | . | 1.6%
Cc1ccccc1NC(=O)CSc1nc(N)c(C#N)cc1C#N | 13 | 7.8%
CCCCN(Cc1ccccc1)C(=O)C1CCN(S(=O)(=O)c2c(C)noc2C)CC1 | -7 | -1.0%
CC[C@H]1CC2CN3CCc4c([nH]c5cc(OC)ccc45)[C@](C(=O)OC)(C2)[C@H]13 | . | 0.6%
CCN(CC)S(=O)(=O)N1CCN(S(=O)(=O)N2CCOCC2)CC1 | -13 | -2.7%
CCCCOc1ccc(CSCCN)cc1Cl | 30 | -11%
Cn1c(CN2CCOCC2)nc2cc(NC(=O)c3ccc(Cl)cc3)ccc21 | -2 | 4.5%
Cc1noc(C)c1N=Nc1ccccc1C(=O)O | . | -1.0%
COc1ccc(O)c(C(=O)c2cnn(C(=O)c3cc(C)oc3C)c2)c1 | 6 | -0.3%
CC(=O)Nc1sc(C)c(C)c1C(=O)OCC(=O)Nc1cc(S(C)(=O)=O)ccc1Cl | 8 | -6.4%
C=CCSC1=C(C#N)C(c2ccccc2OCC)CC(=O)N1 (stereo not given) | . | -1.1%
CCCCCCSc1ncc(C#N)c(N)n1 | 6 | -1.7%
N#CCC(=O)Nc1ccc(C(=O)NCc2cccc(Cl)c2)cc1 | . | 0.9%
Cn1cc(C2N3CC4(C)CN2CC(C)(C3)C4=O)c2ccccc21 (stereo not given) | -11 | 2.7%
COc1ccc2cc(CN(CC3CCCO3)C(=S)NCc3ccco3)c(=O)[nH]c2c1 (stereo not given) | 0 | -0.8%
NC(=O)[C@@H]1CCCCNc2c(I)cc([N+](=O)[O-])cc2C(=O)N[C@@H](CCC(=O)O)C(=O)N[C@@H](CO)C(=O)N1 | . | -5.3%
O=C(Nc1ccc2oc(-c3ccccc3)nc2c1)c1ccccc1F | . | 1.7%
Cc1cccc(NC(=O)CN2C(=O)N/C(=C\c3cccn3-c3cccc(C(=O)O)c3)C2=O)c1 | -7 | -2.0%
COc1cc(C(=O)N=c2sc3ccccc3n2C)cc(OC)c1OC | 17 | -2.9%
Cc1ccc(SCC(=O)Nc2ccccc2C(=O)N2CCOCC2)cc1 | 11 | 1.9%
CCCc1cc(C(=O)NNC(=S)Nc2cccc(C)c2)cs1 | 6 | 7.5%
CCN(CC)CCn1c(SCC(=O)Nc2cccc(OC)c2)nc2c(sc3ccccc32)c1=O | 25 | -0.7%
Cc1ccc2[nH]c3c(N4CCCCCC4)ncnc3c2c1 | -1 | .
CC1=C(C#N)C(=O)OC(C)(C)C1 | . | 0.6%
CCN(CC)S(=O)(=O)c1cccc(C(=O)c2c(C)cc3ccccn23)c1 | . | -5.0%
CC(C)S(=O)(=O)c1csc(C(=O)NN)c1Cl | -2 | -3.3%
COc1ccc(S(N)(=O)=O)cc1N(C)S(=O)(=O)c1ccccc1 | -13 | 1.8%
O=c1cc(-c2cccc3ccccc23)[nH][nH]1 | . | -0.9%
O=c1c(C=Nc2ccc(Oc3ccccc3)cc2)c[nH]n1-c1cccc(Cl)n1 | . | 6.2%
Cc1cc(OCC(=O)O/N=C(\N)c2ccccc2)ccc1Br | -5 | 2.8%
N#C/C(=C\c1ccc(-c2cccc(Cl)c2)o1)C(=O)Nc1cccc2cccnc12 | 9 | -1.6%
COCCn1c(Cc2ccccc2)nnc1SCC(=O)N1CCOCC1 | -7 | -5.3%
Cc1ccc(C(=O)Nc2ccc(O)cc2C(=O)O)cc1 | 5 | 1.4%
Clc1ccccc1-c1ccc(/C=N/n2cnnc2)o1 | -3 | 0.1%
Cc1nc2nc(C)c(CCC(=O)NC(C)c3ccc4c(c3)OCCO4)c(C)n2n1 (stereo not given) | . | 4.0%

The last 3 records of the section before lead into the next.
Compound | Mtb RmlCD inh | M. tuberculosis GlmU
Cc1ccc(C(=O)Nc2ccc(O)cc2C(=O)O)cc1 | 5 | 1.4%
Clc1ccccc1-c1ccc(/C=N/n2cnnc2)o1 | -3 | 0.1%
Cc1nc2nc(C)c(CCC(=O)NC(C)c3ccc4c(c3)OCCO4)c(C)n2n1 (stereo not given) | . | 4.0%
CCc1c(C)n2nc(C)cc2[nH]c1=O | -4 | -3.9%
Cc1nnc(SCC(C)C)[nH]c1=O | -3 | -2.2%
COC(CNC(=O)c1ccc(N2CCc3ccccc32)c([N+](=O)[O-])c1)OC | -9 | 1.6%
COc1cc(C(=O)Nc2ccc(S(=O)(=O)Nc3cc(C)nc(C)n3)cc2)cc(OC)c1OC | 6 | -2.2%
Cn1c(=O)c2c(ncn2CC(O)CNc2ccc(Cl)cc2)n(C)c1=O (stereo not given) | 2 | 0.2%
COc1cc(NC(=O)COc2ccc(-n3ccnc3)cc2)cc(OC)c1 | -8 | 2.7%
O=C(Nc1ccc(-c2nnc3n2CCCCC3)cc1)c1cnccn1 | -6 | .
CC1(C)Cc2c(sc3c2c(=O)n(-c2cccc(Cl)c2)c(=O)n3CC(N)=O)CO1 | -11 | -1.1%

Fetched by compound from the list above (two):
Compound | Mtb RmlCD inh | M. tuberculosis GlmU
COC(CNC(=O)c1ccc(N2CCc3ccccc32)c([N+](=O)[O-])c1)OC | -9 | 1.6%
Cc1nnc(SCC(C)C)[nH]c1=O | -3 | -2.2%

Other results follow.
Order of values: Mtb RmlCD inh	M. tuberculosis GlmU
> COc1ccc(-c2nnc3ccc(SC)nn23)cc1
    .	9.0%
> Cc1cc(C)cc(OC(=O)CCN2C(=O)C3C4C=CC(C5CC45)C3C2=O)c1 (stereo not given)
    .	1.1%
> NC1=NC2(CCCCC2)N(c2cccc(Cl)c2)C(N)=N1
    -14	-3.8%
> COC(=O)N/N=C(\C)c1ccc2ccccc2c1OC(F)F
    -11	3.2%
> CCOC(=O)CSc1nc2sccc2c(=O)[nH]1
    7	1.6%
> COc1ccc(CC(=O)NCc2nn(-c3ccccc3)nc2C)cc1OC
    -7	-4.1%
> Cc1ccc(/C=N/N2CCN(Cc3ccccc3)CC2)o1
    .	1.9%
> CC(=O)c1ccc(N2CCN(C(=O)CCN3C(=S)NC(C)(C)CC3C)CC2)cc1 (stereo not given)
    -14	-2.5%
> Cc1cc(C)c(S(=O)(=O)NCC2CCC(C(=O)NCc3ccc4c(c3)OCO4)CC2)c(C)c1 (stereo not given)
    -5	-8.2%
> Cc1c(C(=O)C(=O)NCc2cccs2)c2ccccc2n1C
    .	0.3%
> CCCCC1S/C(=N/N=C/c2ccco2)NC1=O (stereo not given)
    .	1.6%
> O=C(Nc1ccccc1)Nc1ccc(C(=O)N2CCOCC2)cc1
    .	-1.6%
> CC(=O)c1ccc(N2CCN(C(=O)Nc3ccc(Cl)cc3)CC2)cc1
    -10	3.1%
> COCCCNC(=O)CCn1c(=O)c2ccccc2n(CC(=O)NCCc2ccc(OC)c(OC)c2)c1=O
    -16	-1.3%
> C=C1c2cc(C)ccc2NC(=O)N1c1ccc(C)cc1
    -10	-4.3%
> O=C(Nc1ccc(Cl)cc1)c1ccc(-n2cccn2)c([N+](=O)[O-])c1
    -4	6.7%
> CCOc1ccc(NC(=S)N2CCN(c3ccc(N4CCOCC4)nn3)CC2)cc1
    22	-1.6%
> Cc1cc(SCCC(=O)O)nc2c(C)cccc12
    -6	5.3%
> CSC(=N/N=C(\N)c1cnccn1)SC
    1	1.6%
> COC(=O)C(C#N)c1nc2ccccc2nc1N1CCN(Cc2ccc3c(c2)OCO3)CC1 (stereo not given)
    .	-1.1%
> COc1cc(NC(=O)c2ccco2)ccc1NC(=O)c1ccccc1Cl
    .	0.6%
> CCN(CCNC(=O)C1CCN(S(=O)(=O)c2c(C)noc2C)CC1)c1ccccc1
    6	-0.6%
> Cc1csc(NC(=O)CSc2nnc(Cc3cccn3C)n2-c2ccc(F)cc2)n1
    7	4.2%
> CCOC(=O)N1CCC(NC(=O)c2cc3sccc3n2CC)CC1
    .	-3.0%
> COC(=O)c1sc(NC(=O)c2c(F)cccc2F)c(C#N)c1C
    .	11%
> CC1CCCC(NC(=S)Nc2ccc(SC(F)F)cc2)C1C (stereo not given)
    5	2.4%
> O=S1(=O)C[C@H]2NC(=S)N(c3ccccc3)[C@H]2C1
    37	-7.6%
> NC(=O)c1oc2ccccc2c1NC(=O)c1ccccc1
    .	6.2%
> Cc1ccc2nc(N3CCC(C(=O)O)CC3)nc(-c3ccccc3)c2c1
    17	-3.3%
> Cc1cccc(NC(=O)c2ccc([N+](=O)[O-])s2)c1C
    .	-1.1%
> COc1ccc(OC)c(NC(=O)CSc2nnc(C3CCCCC3)o2)c1
    9	0.8%
> CCCn1c(=O)c(C(=O)NNS(=O)(=O)c2ccc(Cl)cc2)c(O)c2ccccc21
    8	2.8%
> Cc1ccc2c(C)nc(Nc3nc(CSc4nnc(C)s4)cc(=O)[nH]3)nc2c1
    -4	9.3%
> O=C(c1ccccc1)c1cccs1
    .	-2.6%
> O=C(CN1CCCCCC1)NN(Cc1ccccc1)c1ccccc1
    -6	-7.4%
> O=c1oc2ccccc2c2c1ncn2C1CCCCC1
    -6	0.7%
> Cc1ccc(C(=O)CSc2nnnn2Cc2ccccc2)cc1C
    .	-1.5%
> Cc1nc2ncnn2c(C)c1C/C=C/c1ccccc1
    4	-2.9%
> Cc1ccc(Nc2n[nH]c(C)c2[N+](=O)[O-])c(C)c1
    -12	-1.1%
> O=C(c1cnn2ccccc12)N1CCCc2ccccc21
    34	4.2%
> COC(=O)c1ccc(NC(=S)N2CCN(Cc3ccccc3)CC2)cc1
    .	3.2%
> COc1cccc(-c2noc(-c3cccnc3)n2)c1
    1	-0.4%
> CC(CC(C)C(=O)Nc1ccccc1C(C)(C)C)C(=O)O (stereo not given)
    .	2.2%
> Cc1ccc(CNC(=O)C2CC(=O)N(CCC(C)C)C2)cc1 (stereo not given)
    3	-3.8%
> C=CCn1c(-c2cc3c(s2)CCC(CC)C3)n[nH]c1=S (stereo not given)
    8	5.0%

Structures from the list above that have a nitro group on carbon (5):
Order of values: Mtb RmlCD inh	M. tuberculosis GlmU
> NC(=O)[C@@H]1CCCCNc2c(I)cc([N+](=O)[O-])cc2C(=O)N[C@@H](CCC(=O)O)C(=O)N[C@@H](CO)C(=O)N1
    .	-5.3%
> COC(CNC(=O)c1ccc(N2CCc3ccccc32)c([N+](=O)[O-])c1)OC
    -9	1.6%
> O=C(Nc1ccc(Cl)cc1)c1ccc(-n2cccn2)c([N+](=O)[O-])c1
    -4	6.7%
> Cc1cccc(NC(=O)c2ccc([N+](=O)[O-])s2)c1C
    .	-1.1%
> Cc1ccc(Nc2n[nH]c(C)c2[N+](=O)[O-])c(C)c1
    -12	-1.1%

(more compounds)
Order of values: Mtb RmlCD inh	M. tuberculosis GlmU
> CCN(CC(=O)Nc1ccc(Cl)c(S(=O)(=O)N(C)C)c1)Cc1nc2ccccc2c(=O)[nH]1
    -9	2.9%
> CCOC(=O)N1CCN(C(=O)Cc2ccc(Cl)cc2)CC1
    5	-0.3%
> O=C(O)CCC(=O)Nc1ccccc1C(=O)N1CCN(c2ccc(Cl)cc2)CC1
    .	-1.4%
> CC1=C(C(=O)Nc2ccc(C)cc2C)C(c2cccc([N+](=O)[O-])c2)n2nc(C(=O)OC(C)C)nc2N1 (stereo not given)
    -1	2.2%
> CS(=O)(=O)N1N=C(c2ccc(Br)cc2)CC1c1ccc2c(c1)OCO2 (stereo not given)
    -1	-1.5%
> Cc1ccccc1OCC(=O)NNC(=O)Nc1ccc(Cl)cc1
    14	0.0%
> Clc1ccc(CO/N=C/c2cccs2)cc1
    -9	5.4%
> O=C(CCl)c1ccc2c(c1)CCN2C(=O)C1CC1
    6	5.2%
> NCCN1CCN(CCN)CC1
    -5	-1.4%
> O=C(c1ccccc1)N1N=C(c2ccccc2)CC1c1ccc2nccnc2c1 (stereo not given)
    -5	3.2%
> Cc1ccc(N/C=C(\C#N)S(=O)(=O)c2ccccc2)cc1
    14	3.1%
> CCCCC(=O)NC(NC(=O)CCCC)c1ccc(OCC(C)C)c(OC)c1
    5	-1.5%
> CN=C1SC(CC(=O)Nc2sc(C)c(C)c2C(=O)OC)C(=O)N1C (stereo not given)
    -11	-6.5%
> CCCc1ccc(OC(=O)c2cccs2)cc1
    6	6.8%
